Screening results as filed in PubChem BioAssay.
NTMT1 inh = Primary qHTS for Inhibitors of N-terminal methyltransferase 1 (NTMT1): MTaseGlo Assay | hit rate 2.5% among 59,000 | AID 1645870, 2021 | NTMT1 MTase-Glo SAH luminescence, purified enzyme | Potency, µM (doses to about 114 µM), without a hit: at the top dose activity change, negative = inhibition, hits mostly inhibitors;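 further: plate controls were DMSO vehicle for no effect and no enzyme for full effect; nearly all actives have a fitted effect of over 65% in size; many of its hits are not listed in these tables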
Target sequence (Q9BV86 whole entry, looked up): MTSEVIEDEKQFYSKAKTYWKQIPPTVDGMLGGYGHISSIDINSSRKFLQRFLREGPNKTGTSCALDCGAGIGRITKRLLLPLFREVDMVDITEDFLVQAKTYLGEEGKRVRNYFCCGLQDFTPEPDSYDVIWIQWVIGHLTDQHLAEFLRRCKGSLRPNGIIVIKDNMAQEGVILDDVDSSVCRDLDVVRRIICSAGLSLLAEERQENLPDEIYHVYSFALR
FH mod = Identification of activators of human fumarate hydratase by quantitative high-throughput screening; Fumarate hydratase, mitochondrial (Homo sapiens), P07954; FH coupled MDH/diaphorase resazurin fluorescence, 15 min; Potency, µM (series often up to 79.9 µM), without a hit: at the highest dose activity change, negative = inhibition, actives largely listed as inhibitors; hit rate 0.22% among 54,000; further: the screen sought activators but most active calls are inhibition curves; nearly all actives have a fitted effect of over 45% in size
Target sequence (P07954 whole entry, looked up): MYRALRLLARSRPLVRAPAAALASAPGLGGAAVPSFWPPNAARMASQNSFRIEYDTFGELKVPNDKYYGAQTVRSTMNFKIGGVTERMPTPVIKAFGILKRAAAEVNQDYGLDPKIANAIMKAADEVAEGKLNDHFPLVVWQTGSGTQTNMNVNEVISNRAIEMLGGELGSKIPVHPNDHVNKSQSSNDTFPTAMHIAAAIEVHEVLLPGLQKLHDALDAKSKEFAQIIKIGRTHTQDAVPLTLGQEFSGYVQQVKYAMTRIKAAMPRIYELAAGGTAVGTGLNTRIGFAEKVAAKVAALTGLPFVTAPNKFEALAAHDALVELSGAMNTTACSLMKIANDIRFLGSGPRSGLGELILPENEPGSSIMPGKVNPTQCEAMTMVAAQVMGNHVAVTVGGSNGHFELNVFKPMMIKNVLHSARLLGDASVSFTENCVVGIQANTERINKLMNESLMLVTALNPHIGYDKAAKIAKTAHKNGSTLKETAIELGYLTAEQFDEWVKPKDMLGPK
An asterisk follows results filed as active; ? = inconclusive; & = joins results of further samples; ! = a repeat was not active; [ ] = remark or other dose. The call rests on the fitted dose curve; in most records, active means well fitted curve in the direction sought with a large enough effect; inconclusive means small, poorly fitted or top-dose-only effect, or another doubt; inactive means no such curve, though single readings can be large; an effect the other way counts as inactive or inconclusive. Unless noted, on the % scale 0 is the no-effect control and ±100 the full control effect; potency means the concentration at half of the fitted maximal effect. An excerpt; the hit share may differ from the screen's.

SMILES	NTMT1 inh	FH mod
COc1cc(NS(C)(=O)=O)ccc1Nc1c2ccccc2nc2ccccc12	?	-10.4%[53.3 µM]
COc1ccc(CN(CCN(C)C)c2ncccn2)cc1	-13.9%[57.5 µM]	4.1%[53.3 µM]
CC(C=CC1=C(C)CCCC1(C)C)=CC=CC(C)=CC(=O)Nc1ccc(O)cc1	0.9%	-9.1%
CC=CC[C@@H](C)C(=O)[C@H]1C(=O)N[C@@H](C(C)C)C(=O)N(C)CC(=O)N(C)[C@@H](CC(C)C)C(=O)N[C@@H](C(C)C)C(=O)N(C)[C@@H](CC(C)C)C(=O)N[C@@H](C)C(=O)N[C@H](C)C(=O)N(C)[C@@H](CC(C)C)C(=O)N(C)[C@@H](CC(C)C)C(=O)N(C)[C@@H](C(C)C)C(=O)N1C	-15.5%[57.5 µM]	-13.1%[53.3 µM]
O=C1CC(c2ccc(Cl)cc2)CC(=O)N1	-14.5%[57.5 µM]	-12.4%[53.3 µM]
COc1cc(/C=C/C(=O)O[C@@H]2C[C@](O)(C(=O)O)C[C@@H](O)[C@H]2O)ccc1O	4.4%[29.8 µM]	4.4%[53.3 µM]
CC1(CO)CC(O)[C@]2(C(=O)O)CCC34CC3(C=CC3[C@]5(C)C(CC[C@]34C)C(C)(CO)[C@@H](O)[C@H](O)[C@@H]5O)C2C1 (stereo not given in full)	-15.4%[29.8 µM]	-3.7%[53.3 µM]
C=C(c1ccc(C(=O)O)cc1)c1cc2c(cc1C)C(C)(C)CCC2(C)C	112µM*!	-11.2%
CCCCCCCCCCCCCCCCCCOCC(O)CO (stereo not given)	45.4%[activator][57.5 µM]	0.0%[53.3 µM]
CC(C)CC(=O)n1cc(C(N)=O)c(=O)cc1C(O)c1ccccc1 (stereo not given)	7.0%[29.8 µM]	3.2%[53.3 µM]
CN(C)CCCCC(=O)Nc1ccc(NC(=S)NC(=O)c2ccc(C(C)(C)C)cc2)cc1	?	-4.0%
C/C(=C/CO)CC[C@H]1[C@]2(C)C[C@H](O)CC(C)(C)[C@H]2CC[C@]1(C)O	5.3%[29.8 µM]	8.2%[53.3 µM]
COc1cc(O)c(C(=O)CCc2ccc(O)cc2)c(O[C@@H]2O[C@H](CO)[C@@H](O)[C@H](O)[C@H]2O)c1	?	-13.3%[53.3 µM]
Cc1noc(NS(=O)(=O)c2ccc(N)cc2)c1C	-5.8%&17.0%[57.5 µM]	-2.9%&-0.2%[53.3 µM]
CCCCOc1ccc(OCCCN2CCOCC2)cc1	-2.3%[57.5 µM]	-6.6%[53.3 µM]
CCc1ccc(C=C2SC(=S)NC2=O)cc1	-23.2%[57.5 µM]	?
CC(=O)O[C@]1(C(C)=O)CC[C@H]2[C@@H]3C[C@H](C)C4=CC(=O)C=C[C@]4(C)[C@@]3(F)[C@@H](O)C[C@@]21C	4.1%[57.5 µM]	-1.7%
O=C(CCC1CCN(Cc2ccccc2)CC1)c1ccc2c(c1)NCCCC2	?	?
CC(=O)[C@@]1(O)CC[C@H]2[C@@H]3C[C@H](C)C4=CC(=O)CC[C@]4(C)[C@H]3CC[C@@]21C	17.1%[57.5 µM]	-5.0%[53.3 µM]
Cc1ccc(-c2ncn(-c3ccc(Nc4nccc(-c5cccc(N6CCOCC6)c5)n4)cc3)n2)cn1	-8.4%	9.0%[53.3 µM]
Cc1cc(C)c(/C=C2\C(=O)Nc3ccccc32)[nH]1	17.6%	0.4%
O=C1NC(O)CCN1[C@@H]1O[C@H](CO)[C@H](O)[C@H]1O (stereo not given in full)	-3.4%[57.5 µM]	12.2%[53.3 µM]
C=C1CN(Cc2ccc(C(=O)Nc3ccccc3N)cc2)C(=O)c2ccccc21	-8.5%[57.5 µM]	1.3%
CCOCCn1c(N2CCCN(C)CC2)nc2ccccc21	?	?
CC1(C)CC[C@]2(C(=O)O)CC[C@]3(C)C(=CCC4[C@@]5(C)C(=O)C[C@H](O)[C@@](C)(CO)C5CC[C@]43C)[C@@H]2C1 (stereo not given in full)	8.4%[29.8 µM]	-3.6%[53.3 µM]
CC1(C)CCC2=C(O1)c1ccccc1C(=O)C2=O	?	?
CN1CCN(C(=O)c2cc3cc(Cl)ccc3[nH]2)CC1	-2.0%[57.5 µM]	0.0%
CC(C)c1cc2c(c(O)c1O[C@@H]1O[C@H](CO)[C@@H](O)[C@H](O)[C@H]1O)CC1(O)CCC(O)C(C)(C)C1CC2 (stereo not given in full)	-7.2%[29.8 µM]	-5.4%[53.3 µM]
C=CC(=O)Nc1ccc2ncnc(Nc3ccc(OCc4cccc(F)c4)c(Cl)c3)c2c1	?	0.1%
CC(C)CCC1(O)C(=O)C(C)(C)C(O[C@@H]2O[C@H](CO)[C@@H](O)[C@H](O)[C@H]2O)C(C)(C)C1O (stereo not given in full)	5.5%[29.8 µM]	-2.9%[53.3 µM]
O=C1NC(=O)/C(=C/c2ccc(-c3ccc(F)cc3)o2)S1	?	-0.1%
C=C(C)C1Cc2c(ccc3c2OCC(c2ccc(O)cc2O)C3)O1 (stereo not given)	-6.5%[29.8 µM]	-19.2%[53.3 µM]
CC12CCC(OC3OC(CO)C(O)C(OC4OC(CO)C(O)C(O)C4O)C3O)CC1CCC1C2CCC2(C)/C(=C3/COC(=O)C3)CCC12O (stereo not given)	3.5%[12.6 µM]	6.5%[20.6 µM]
O=C(/C=C/c1ccc(O)cc1)OC[C@]12O[C@H]1[C@@H](O)[C@@H]1C=CO[C@@H](O[C@@H]3O[C@H](CO)[C@@H](O)[C@H](O)[C@H]3O)[C@@H]12	7.6%[29.8 µM]	7.3%[53.3 µM]
COc1cc(OC)nc(O[C@H](C(=O)O)C(OC)(c2ccccc2)c2ccccc2)n1	6.3%[57.5 µM]	-8.3%[53.3 µM]
C=CC1(C)C=C2CCC3C(C)(C)C(O[C@@H]4O[C@@H](CO)[C@H](O)[C@H]4O)CCC3(C)C2CC1O[C@@H]1O[C@H](C)[C@H](O)[C@H](O)[C@H]1O (stereo not given in full)	1.5%[29.8 µM]	-2.1%[53.3 µM]
CNC[C@@H](O)[C@@H](O)[C@H](O)[C@H](O)CO	3.3%[57.5 µM]	-6.7%[53.3 µM]
CCCCCCCCCCCCCCCCC(C(=O)O)C(O)(CC(=O)O)C(=O)O (stereo not given)	3.55µM*	?
COc1ccc(-c2ccc3c(N4CCOCC4)nc(N4C[C@@H](C)O[C@@H](C)C4)nc3n2)cc1CO	3.2%	-2.3%[53.3 µM]
COc1ccccc1-c1cc(Nc2cccc(CS(N)(=O)=O)c2)ncn1	35.5µM*	7.2%

Structural class: the entries above containing sulfur (six)
SMILES	NTMT1 inh	FH mod
COc1cc(NS(C)(=O)=O)ccc1Nc1c2ccccc2nc2ccccc12	?	-10.4%[53.3 µM]
CN(C)CCCCC(=O)Nc1ccc(NC(=S)NC(=O)c2ccc(C(C)(C)C)cc2)cc1	?	-4.0%
Cc1noc(NS(=O)(=O)c2ccc(N)cc2)c1C	-5.8%&17.0%[57.5 µM]	-2.9%&-0.2%[53.3 µM]
CCc1ccc(C=C2SC(=S)NC2=O)cc1	-23.2%[57.5 µM]	?
O=C1NC(=O)/C(=C/c2ccc(-c3ccc(F)cc3)o2)S1	?	-0.1%
COc1ccccc1-c1cc(Nc2cccc(CS(N)(=O)=O)c2)ncn1	35.5µM*	7.2%

(listing goes on)
SMILES	NTMT1 inh	FH mod
CC1=C2C3OC(=O)C(C)C3(O)CCC2(C)CCC1=O (stereo not given)	5.6%[57.5 µM]	0.9%
C/C=C(\C)C(=O)OC[C@H]1O[C@H](O[C@H]2O[C@H](CO)[C@@H](O)[C@H](O)[C@H]2O[C@@H]2O[C@H](CO)[C@@H](O)[C@H](O)[C@H]2O)[C@H](O[C@@H]2O[C@H](CO)[C@@H](O)[C@H](O)[C@H]2O)[C@@H](O)[C@@H]1O	14.3%[12.6 µM]	9.1%[20.6 µM]
CN[C@@H]1[C@@H](O)[C@@H](O[C@@H]2[C@@H](O)[C@H](O[C@H]3O[C@@H]([C@@H](C)NC)CC[C@H]3N)[C@@H](N)C[C@H]2N)OC[C@]1(C)O	-0.5%[57.5 µM]	6.0%
CC1(C)[C@H]2C[C@H](C/C=C\CCCC(=O)O)[C@@H](NC(=O)c3csc4ccc(O)cc34)[C@@H]1C2	2.1%[57.5 µM]	-1.3%
CC[C@]1(O)C[C@H]2CN(CCc3c([nH]c4ccccc34)[C@@](C(=O)OC)(c3cc4c(cc3OC)N(C=O)[C@H]3[C@@](O)(C(=O)OC)[C@H](OC(C)=O)[C@]5(CC)C=CCN6CC[C@]43[C@@H]65)C2)C1	0.8%	-6.8%&0.0%[53.3 µM]
NS(=O)(=O)c1cc(Cl)c(Cl)c(S(N)(=O)=O)c1	-1.2%&-26.6%[57.5 µM]	3.0%
N[C@@H](CSCCCO)C(=O)O	0.8%[29.8 µM]	0.0%[20.6 µM]
CN(C)C(=O)Oc1ccc[n+](C)c1	?	-11.1%&-3.4%[53.3 µM]
CC1(C)C[C@H](O)C[C@@]2(C)[C@H]1[C@H](O)C=C1COC(=O)[C@@]12O	3.0%[57.5 µM]	-9.6%
COc1ccc(C[C@H](N)C(=O)N[C@H]2[C@@H](O)[C@H](n3cnc4c(N(C)C)ncnc43)O[C@@H]2CO)cc1	-3.6%[57.5 µM]	-3.0%
CC(C)NCC(O)c1ccc(O)c(O)c1 (stereo not given)	?	-4.1%&-6.1%&-13.5%[53.3 µM]
CC1(C)C=CN2C(=O)C3=CCCN3C(=O)[C@@H]2C[C@@]12Nc1ccccc1C2=O	-10.9%[29.8 µM]	-0.6%[53.3 µM]
CNc1nc(Cc2ccccc2)nc2c1CCNC[C@@H]2C	6.9%[57.5 µM]	1.4%
CCc1ccc(-c2nc(CSCC(=O)NCCc3ccccc3)c(C)o2)cc1	-1.2%[57.5 µM]	-5.6%
NC1CCCN(c2c(/C=C3\SC(=O)NC3=O)cccc2-c2ccccc2)C1 (stereo not given)	?	-14.5%
CCN1/C(=C/C=C/c2sc3ccccc3[n+]2CC)Sc2ccccc21	17.8µM*	0.9%[20.6 µM]
Oc1cccc(O)c1	3.9%	-10.3%[53.3 µM]
C=C(CCC1=C(C)[C@H]2[C@H](CC3[C@@H]4CC=C5C[C@@H](O)C[C@@H](O)[C@]5(C)C4[C@H](O)C[C@@]32C)O1)CO[C@@H]1O[C@H](CO)[C@@H](O)[C@H](O)[C@H]1O (stereo not given in full)	15.2%[12.6 µM]	6.1%[20.6 µM]
C=CC(=O)N1CCC(Oc2cc3c(Nc4ccc(Cl)c(Cl)c4F)ncnc3cc2OC)CC1	?	-19.3%
CC(Oc1ccc(O)cc1)(P(=O)(O)O)P(=O)(O)O	?	7.2%[53.3 µM]
COC(=O)CCC(=O)OC[C@]1(C)CCC[C@@]2(C)C3CC[C@]4(C)C=CC3(CCC12)C4 (stereo not given in full)	-0.5%[29.8 µM]	1.8%[53.3 µM]
O=C(CCN1CCN2CCCC2C1)N1c2ccccc2Sc2ccc(Cl)cc21 (stereo not given)	22.7%[29.8 µM]	5.2%[20.6 µM]
CCOc1ccc(/C=C2\SC(=O)N(CCN)C2=O)cc1	-12.0%	8.9%
O=C(/C=C/c1ccc(O)cc1)O[C@@H]1C[C@@](O)(C(=O)O)C[C@@H](O)[C@@H]1O	-2.8%[29.8 µM]	0.2%[53.3 µM]
Oc1ccc(-c2ccc(-c3cc(Nc4cccc(CNC5CC5)c4)n[nH]3)cc2)c(O)c1	?	-8.0%[53.3 µM]
NC(=O)c1ccc(I)c([N+](=O)[O-])c1	-15.2%	1.0%[53.3 µM]
CC(C)c1cc(C(=O)N2CC[C@@H](NC(=O)C3CC3)C2)n[nH]1	-6.6%[57.5 µM]	2.5%
COc1ccc2nc(-c3cc(OC)c(OC)c(OC)c3)cc(C(=O)NCC(=O)Nc3ccc(C(C)=O)cc3)c2c1	4.6%[57.5 µM]	-15.2%
C[C@@H]1O[C@@H](O[C@H]2[C@H](O[C@H]3[C@H](O[C@H]4CC[C@@]5(CO)C(CC[C@]6(C)C5CC=C5C7CC(C)(C)C[C@@H](O)[C@]7(C)CC[C@]56C)C4(C)C)O[C@H](C(=O)O)[C@@H](O)[C@@H]3O)OC[C@@H](O)[C@@H]2O)[C@H](O)[C@H](O)[C@H]1O (stereo not given in full)	16.8%[12.6 µM]	-1.4%[20.6 µM]
CC(=O)N[C@H]1[C@H](O[C@H]2CC[C@@]3(C)C(CC[C@]4(C)C3CC=C3C5CC(C)(C)CC[C@]5(C(=O)O)[C@H](O)C[C@]34C)C2(C)C)O[C@H](CO[C@@H]2OC[C@H](O)[C@H](O)[C@H]2O[C@@H]2OC[C@@H](O)[C@H](O)[C@H]2O)[C@@H](O)[C@@H]1O (stereo not given in full)	12.4%[12.6 µM]	1.4%[20.6 µM]
C/C=C(\C)C(=O)O[C@H]1[C@@H](O[C@]2(COC(=O)CC(C)C)O[C@H](COC(=O)C(C)CC)[C@@H](OC(C)=O)[C@@H]2O)O[C@H](COC(C)=O)[C@@H](O)[C@@H]1O (stereo not given in full)	1.3%[12.6 µM]	10.4%[20.6 µM]
CCOC(=O)COc1ccc2c(C)c(CCN(CC)CC)c(=O)oc2c1Cl	?	-5.3%[53.3 µM]
CC1(C)CCCC2(C)C(CO)C(CO)=CCC12 (stereo not given)	-10.2%[57.5 µM]	1.4%
CC(C)O[C@@H]1O[C@H](CO)[C@@H](O)[C@H](O)[C@H]1O	11.9%[57.5 µM]	7.2%
